rTrxR1 inhibitor = rat TrxR1 inhibition. O89049. recombinant rTrxR1, NADPH fluorescence consumption, selenite substrate. Potency, µM (titrated, usually from 114 µM), inactives show at the top dose activity change, negative = inhibition, actives largely listed as inhibitors. actives 1% (n = 390,000); further: potency means the concentration at half of the fitted maximal effect; on the % scale 0 is the no-effect control and ±100 the full control effect; nearly all actives have a fitted effect of over 65% in size
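Rat TrxR1 (90 nM in the dispensed reagent) was pre-reduced with 400 uM NADPH for 5 min at room temperature, then incubated with compound for 15 min. After 400 uM selenite was added, NADPH fluorescence (Ex 340/Em 450 nm) was followed for 8 min.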
D2 agonist = activates the human D2 dopamine receptor; HEK293 T-REx D2 cells, calcium flux agonist mode; activation, % at 2 µM; actives 0.53% (n = 340,000);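 active means activation over 3 SD above normal in the single-dose calcium agonist read, cut at about 30% in these data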; further: 0% is about no effect
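Tetracycline-induced HEK293 Trex cells with D2 receptor force-coupled to calcium signaling, plated overnight at 30 C and loaded with no-wash calcium dye. Calcium flux read kinetically for 180 s after compound addition; responses flag agonists.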
TRHR PAM = allosteric enhancers of human TRH receptor; P34981; TRHR cells, fluo-8 calcium fluorescence, EC20 TRH enhancement; enhancement, % at 2 µM; actives 0.66% (n = 360,000); in the data active means enhancement above about 30%; further: 0% is about no effect
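TRHR-expressing cells loaded with fluo-8 calcium dye were read kinetically (ex 480/em 530) during compound addition, then stimulated with an EC20 of TRH (10 nM final). Enhancement of the Gq-mediated intracellular calcium response was scored.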
TrxR1 substrate = substrates of rat thioredoxin reductase 1; O89049; purified TrxR1 substrate turnover, NADPH consumption readout; Potency, µM (series often up to 114 µM), for the others: at the highest dose activity change, negative = substrate turnover; actives 0.01% (n = 390,000); further: potency means the concentration at half of the fitted maximal effect; on the % scale 0 is the no-effect control and ±100 the full control effect; nearly all actives have a fitted effect of over 50% in size
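Rat TrxR1, dispensed at 90 nM, was prereduced with 400 uM NADPH (final) for 5 min at ~22 deg C, then incubated with compound 15 min before 400 uM selenite. A first-read NADPH fluorescence drop versus no-compound background flagged substrates.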
PI4K2A inh = blocks human PI4K2A kinase activity; actives 0.13% (n = 420,000); activity change, negative = inhibition, % at 76.9 µM; Q9BTU6; purified PI4K2A, ADP-Glo luminescence, 1 h; hits give low values; AID 1346378; in the data active means activity change below about -50%; inconclusive means mostly about -30% to -49%;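 further: -100% = wells without enzyme as full effect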
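Compounds are screened against recombinant PI4K2A using PI as substrate and ATP, the latter dispensed at 300 microM. Reactions run one hour at ambient temperature before ADP-Glo detection; full inhibition defined by wells lacking enzyme.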
TRHR agonist = activates the human TRH receptor; actives 0.18% (n = 360,000); activation, % at 2 µM; TRHR cells, calcium flux fluo-8, FDSS agonist mode; P34981; in the data active means activation above about 30%; further: 0% is about no effect
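Agonist-mode FDSS calcium read (Ex 480/Em 530, 1 s cycles) in 1536-well TRHR cells with fluo-8 dye, after 10-cycle baseline and 23 nL compound addition; TRH at EC20 (10 nM final) added afterwards for the enhancer phase.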
USP1 inh = blocks the human USP1/UAF1 deubiquitinase complex. recombinant USP1/UAF1, Ub-Rhodamine cleavage fluorescence. Potency, µM (doses to about 57.1 µM), for the others: at the top dose activity change, negative = inhibition, usual class: inhibitors. O94782. AID 743255. actives 0.23% (n = 390,000); further: potency means the concentration at half of the fitted maximal effect; on the % scale 0 is the no-effect control and ±100 the full control effect; nearly all actives have a fitted effect of over 60% in size; inactives centre near -12
Target sequence (O94782 whole entry, looked up): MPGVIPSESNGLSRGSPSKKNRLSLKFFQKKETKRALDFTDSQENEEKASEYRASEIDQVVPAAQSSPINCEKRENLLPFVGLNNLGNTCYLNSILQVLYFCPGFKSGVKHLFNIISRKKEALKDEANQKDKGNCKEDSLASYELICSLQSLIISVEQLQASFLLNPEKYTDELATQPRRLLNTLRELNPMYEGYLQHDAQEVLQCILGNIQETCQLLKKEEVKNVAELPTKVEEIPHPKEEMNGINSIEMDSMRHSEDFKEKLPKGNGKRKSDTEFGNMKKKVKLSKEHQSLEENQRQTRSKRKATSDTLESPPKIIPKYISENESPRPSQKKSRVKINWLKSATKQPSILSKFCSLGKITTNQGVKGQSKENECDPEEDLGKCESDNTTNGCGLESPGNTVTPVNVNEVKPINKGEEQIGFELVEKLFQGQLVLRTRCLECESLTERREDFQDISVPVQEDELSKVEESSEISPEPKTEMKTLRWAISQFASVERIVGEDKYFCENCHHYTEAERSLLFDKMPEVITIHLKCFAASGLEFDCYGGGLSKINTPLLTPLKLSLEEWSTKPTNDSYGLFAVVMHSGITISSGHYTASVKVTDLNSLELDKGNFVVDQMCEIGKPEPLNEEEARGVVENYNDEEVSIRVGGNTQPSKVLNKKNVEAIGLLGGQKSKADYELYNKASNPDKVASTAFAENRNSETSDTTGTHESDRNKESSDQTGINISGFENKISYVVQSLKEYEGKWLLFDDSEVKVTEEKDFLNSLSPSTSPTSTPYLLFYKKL
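High-throughput fluorogenic screen: 1nM USP1/UAF1 complex, Ub-Rho substrate 150nM final, 50mM HEPES pH 7.8 with 0.5mM EDTA, 0.1 mg/ml BSA, 1mM TCEP and 0.01% Tween-20.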
D2 antagonist = antagonists of human D2 dopamine receptor | P14416 | HEK293 TREx D2 cells, calcium flux, dopamine EC80 | inhibition, % at 10 µM | AID 485344 | actives 2% (n = 340,000); in the data active means inhibition above about 30%; further: 0% is about no effect
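Tetracycline-induced HEK293 TREx cells expressing D2 receptor forced-coupled to calcium signalling, loaded with no-wash calcium dye. Compounds added and calcium flux read 180 s, then dopamine added at EC80 and read a further 180 s.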
IDH1 R132H inh = inhibitors of human mutant IDH1 R132H; O75874; IDH1-R132H enzyme, NADPH consumption, diaphorase/resazurin fluorescence; Potency, µM (top dose mostly 76.6 µM), without a hit: at the highest dose activity change, negative = inhibition, actives largely listed as inhibitors; actives 0.093% (n = 390,000); AID 602179; further: potency means the concentration at half of the fitted maximal effect; on the % scale 0 is the no-effect control and ±100 the full control effect; nearly all actives have a fitted effect of over 65% in size
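IDH1-R132H (0.5 ug/mL dispensed) in pH 7.5 Tris buffer was preincubated 30 min with compound, then given a substrate mix of 0.016 mM NADPH and 2 mM alpha-KG for 80 min at room temperature; remaining NADPH was read by diaphorase/resazurin fluorescence.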
Active calls of the source: *; ? = inconclusive; · = not tested or not shown; [ ] = another dose, or the depositor's remark. Unless noted, the call rests on the fitted dose curve; in most records, active means well fitted inhibition curve with a large enough effect; inconclusive means small, poorly fitted or top-dose-only effect; inactive means no such curve, though single readings can be large or run the other way.

Labels used below: A = rTrxR1 inhibitor; B = D2 agonist; C = TRHR PAM; D = TrxR1 substrate; E = PI4K2A inh; F = TRHR agonist; G = USP1 inh; H = D2 antagonist; I = IDH1 R132H inh
O=C(NCCc1cccc(C(F)(F)F)c1)C1CCC(=O)N(C2CC2)C1 (stereo unspecified)
  A = -9%; B = -0.2; C = 7; D = -2%; E = 3; F = 0.0; G = 4%; H = -4; I = 4%
CCN(CC)C(=O)c1cccc(NC(=O)c2cc(-c3ccccn3)nc3ccccc23)c1
  A = -7%; B = 0.5; C = -11; D = -13%; E = 2; F = -0.5; G = -19%; H = -20; I = 3%
CCOC(=O)C(C(=O)OCC)C(Nc1ccc(Br)cc1)c1ccccc1 (stereo unspecified)
  A = ?; B = 1.1; C = -4; D = -1%; E = 26; F = 0.0; G = -24%; H = -7; I = 1%
COc1cc(O)oc1C=Nc1ccccc1
  A = 3%[57.1 µM]; B = 0.6; C = -6; D = -4%[57.1 µM]; E = -1; F = -0.1; G = 3%; H = -3; I = 16%
CCC(C)OC(=O)C(C)Oc1ccc(-c2ccccc2)cc1 (stereo unspecified)
  A = -1%[2.29 µM]; B = 0.0; C = 5; D = -2%[2.29 µM]; E = -3; F = 1.2; G = -4%; H = -1; I = 0%
CCCn1c(O)c(CN2CCCC(C)C2)c(C)c(C#N)c1=O (stereo unspecified)
  A = ?; B = 1.2; C = 4; D = -8%; E = -14; F = 6.2; G = ?; H = -8; I = 18%
Cc1ccc(CNC(=O)C2CCCN(c3nc4ccccc4o3)C2)cc1 (stereo unspecified)
  A = 6%; B = 0.0; C = 5; D = 0%; E = -1; F = 2.4; G = -6%; H = 7; I = -7%
Cc1nc(-c2ccncc2)sc1C(=O)Nc1ccc(Cl)cc1
  A = 27%[11.4 µM]; B = 0.0; C = -2; D = 14%[57.1 µM]; E = -1; F = 0.4; G = -11%; H = 6; I = 0%
Nc1ccc2oc(-c3ccccc3Br)nc2c1
  A = 4%; B = -0.1; C = -1; D = 14%[11.4 µM]; E = 0; F = -1.0; G = -23%; H = ·; I = 62%[activator]
COc1ccc(C(CC(=O)O)c2ccc3c(c2)OCO3)cc1 (stereo unspecified)
  A = 19%[57.1 µM]; B = -0.4; C = -1; D = 17%[57.1 µM]; E = 2; F = -0.1; G = -14%; H = 2; I = 0%
COc1ccc(NC2CCCN(C(=O)CCN3CCCO3)C2)cc1 (stereo unspecified)
  A = 13%; B = -0.5; C = -6; D = 6%; E = -4; F = 1.0; G = -16%; H = 25; I = -2%
Cc1cc(Br)cc(Br)c1OCC(=O)NNC(=O)Nc1ccccc1
  A = 20%[11.4 µM]; B = ·; C = ·; D = 2%[11.4 µM]; E = -4; F = ·; G = -9%; H = ·; I = 10%
CCOC(=O)C1CCN(C(=O)Nc2ccc(NC(=O)C3CCN(C(=O)OCC)CC3)cc2)CC1
  A = 0%; B = 0.1; C = -3; D = 2%; E = 4; F = 0.0; G = 7%; H = 4; I = -2%
COc1cc(OC)cc(C(=O)NNC(=O)CCCOc2ccccc2)c1
  A = 18%; B = 0.1; C = 9; D = 5%; E = -3; F = -0.6; G = -20%; H = 16; I = 1%
FC(F)(F)c1nnc2ccc(NCc3cccnc3)nn12
  A = -1%[57.1 µM]; B = -1.8; C = 0; D = -4%[57.1 µM]; E = 4; F = 0.3; G = -18%; H = -10; I = 8%
C=CCCCOc1ccc(C(=O)O)cc1
  A = 18%; B = -0.8; C = 7; D = 11%; E = -1; F = -2.1; G = -14%; H = -4; I = 0%
Cc1ccc(Cl)cc1NC(=O)COC(=O)C1CCCC1
  A = -2%; B = 0.1; C = 6; D = -3%; E = 1; F = 0.0; G = -19%; H = -2; I = 4%
NC(=O)C1CCN(C(=O)c2cccc(S(=O)(=O)N3CCCC3)c2)CC1
  A = -13%; B = 0.6; C = 12; D = -11%; E = 1; F = -0.7; G = -13%; H = -4; I = 1%
Cn1c(SCC(=O)NC2CCCC2)nnc1-c1ccccn1
  A = 3%; B = -1.0; C = 5; D = -5%; E = -3; F = 0.5; G = 2%; H = 18; I = -8%
COc1ccc(CNC(=O)C2=CC(c3cccc(OC)c3)=NS(=O)(=O)N2C)cc1
  A = 9%; B = -1.0; C = -3; D = -3%; E = -1; F = -0.5; G = -3%; H = ·; I = -16%
Cc1ccc(OCC(=O)Nc2ccc3nc(SCC(=O)N4CCCC4)sc3c2)cc1C
  A = 24%; B = -1.8; C = -2; D = -1%; E = 0; F = 0.2; G = -8%; H = ·; I = -2%
Cc1ccccc1OCC(=O)NC(=S)Nc1ccc2c3c(cccc13)CC2
  A = -2%; B = 0.2; C = 3; D = 11%[57.1 µM]; E = -11; F = 0.4; G = 3%; H = -8; I = 5%
Cc1ccc(S(=O)(=O)N2CC3(C)CN(S(=O)(=O)c4ccc(C)cc4)CC(C)(C2)C3O)cc1 (stereo unspecified)
  A = 38%[activator]; B = 1.4; C = 7; D = 11%; E = 1; F = 0.5; G = -24%; H = 16; I = 0%
Cc1cn2c(=O)cc(COC(=O)c3cccc(NC(=O)c4ccccc4Cl)c3)nc2s1
  A = 22%[57.1 µM]; B = 1.4; C = 0; D = 8%[57.1 µM]; E = 6; F = -0.3; G = -29%; H = ·; I = -14%
Cc1cc(OCC(=O)NCCN2CCOCC2)cc(C)c1Br
  A = -7%; B = 0.5; C = -6; D = -8%; E = 8; F = -0.4; G = -2%; H = -7; I = 2%
CCN(c1ccccc1)S(=O)(=O)c1ccc(F)c(C(=O)O)c1
  A = 18%[57.1 µM]; B = -0.1; C = -7; D = 0%[57.1 µM]; E = 8; F = -0.2; G = -3%; H = -11; I = 2%
COc1ccc(Cl)cc1NC(=O)C1CCCN(S(=O)(=O)c2cccc3nonc23)C1 (stereo unspecified)
  A = -2%; B = 0.3; C = 1; D = -5%; E = -1; F = 0.7; G = -24%; H = -11; I = 4%
Cc1cc(C)c(C(N)=O)c(Nc2cccc(Cl)c2C)n1
  A = 13%; B = -0.5; C = 8; D = 10%[57.1 µM]; E = -1; F = 0.2; G = -8%; H = -13; I = 7%
O=C(Nc1cccc(S(=O)(=O)C(F)F)c1)c1ccc(S(=O)(=O)N2CCCC2)cc1
  A = 58%[activator][57.1 µM]; B = -0.7; C = 5; D = 20%[57.1 µM]; E = -8; F = 1.4; G = -24%; H = 59*; I = 8%
COc1ccc(-n2nc(C(=O)O)cc2-c2ccccc2)cc1
  A = 26%; B = 2.1; C = 0; D = 2%; E = -7; F = 0.1; G = -13%; H = -1; I = -6%

Reprinted from the part before: 4 compounds, then new ones.
Labels used below: A = rTrxR1 inhibitor; B = D2 agonist; C = TRHR PAM; D = TrxR1 substrate; E = PI4K2A inh; F = TRHR agonist; G = USP1 inh; H = D2 antagonist; I = IDH1 R132H inh
COc1ccc(Cl)cc1NC(=O)C1CCCN(S(=O)(=O)c2cccc3nonc23)C1 (stereo unspecified)
  A = -2%; B = 0.3; C = 1; D = -5%; E = -1; F = 0.7; G = -24%; H = -11; I = 4%
Cc1cc(C)c(C(N)=O)c(Nc2cccc(Cl)c2C)n1
  A = 13%; B = -0.5; C = 8; D = 10%[57.1 µM]; E = -1; F = 0.2; G = -8%; H = -13; I = 7%
O=C(Nc1cccc(S(=O)(=O)C(F)F)c1)c1ccc(S(=O)(=O)N2CCCC2)cc1
  A = 58%[activator][57.1 µM]; B = -0.7; C = 5; D = 20%[57.1 µM]; E = -8; F = 1.4; G = -24%; H = 59*; I = 8%
COc1ccc(-n2nc(C(=O)O)cc2-c2ccccc2)cc1
  A = 26%; B = 2.1; C = 0; D = 2%; E = -7; F = 0.1; G = -13%; H = -1; I = -6%
CC(C)COc1ccc(C(=O)Nc2ccc(S(=O)(=O)Nc3ncccn3)cc2)cc1
  A = 12%; B = -1.3; C = 0; D = -2%; E = -2; F = 0.0; G = -15%; H = ·; I = 15%
CCOc1ccc(S(=O)(=O)N2CCOCC2)cc1NC(=O)c1ccc(N2CCCC2=O)cc1
  A = 6%; B = -0.4; C = 2; D = 1%; E = 1; F = 0.1; G = -9%; H = 16; I = 0%
CC1=C(C(=O)NC2CCCc3c2cnn3-c2ccc(F)cc2F)OCCO1 (stereo unspecified)
  A = 11%; B = 0.8; C = 2; D = -3%; E = 0; F = 0.2; G = -11%; H = -14; I = 4%
O=C(COc1ccc([N+](=O)[O-])cc1Cl)Nn1cnnc1
  A = -15%; B = 0.3; C = -1; D = -7%; E = 0; F = 1.8; G = -2%; H = 2; I = -5%
C/C(CC(=O)NCCCN1CCOCC1)=N\NC(=O)COc1ccc(C)cc1
  A = ?; B = 2.2; C = 4; D = -7%; E = -6; F = 0.6; G = -14%; H = -18; I = -9%
COc1ccc(N2CCN(CCNS(=O)(=O)c3cccc4nsnc34)CC2)cc1
  A = -11%[57.1 µM]; B = 0.3; C = -1; D = 0%[57.1 µM]; E = -4; F = -0.8; G = -19%; H = 0; I = -1%
CCOC(=O)N(Cc1ccccc1)C(C(=O)O)C(C(=O)O)N(Cc1ccccc1)C(=O)OCC (stereo unspecified)
  A = 22%[57.1 µM]; B = ·; C = 18; D = 14%[57.1 µM]; E = -9; F = -1.7; G = -5%; H = ·; I = 6%
CCN(CC)S(=O)(=O)c1cccc(C(=O)OCC(=O)N2CC(=O)Nc3ccccc32)c1
  A = -8%; B = 0.2; C = 4; D = -10%; E = -6; F = 0.1; G = -1%; H = -1; I = 0%
CCC(CC)Nc1ccc(C(CC(N)=O)NC(=O)Cc2cccc3ccccc23)cc1[N+](=O)[O-] (stereo unspecified)
  A = 5%[57.1 µM]; B = -0.1; C = -5; D = 2%[57.1 µM]; E = 0; F = -0.4; G = 10%; H = 2; I = 2%
COc1cc2c(cc1OC)C(COc1ccc(F)cc1)N(C(=O)c1ccccc1F)CC2 (stereo unspecified)
  A = 25%[57.1 µM]; B = 0.1; C = -1; D = 5%[57.1 µM]; E = 6; F = -0.4; G = -27%; H = ·; I = 2%
COC(=O)c1c(NC(=O)C2C3CCC(C3)C2C(=O)O)sc2c1CCCCC2 (stereo unspecified)
  A = 12%[57.1 µM]; B = -0.1; C = -10; D = 3%[57.1 µM]; E = 1; F = -0.6; G = 1%; H = -6; I = -4%
